# Assay outcomes (PubChem)
# Vif inh: inhibitors of HIV Vif; HEK293T cells, Vif self-association by quenched fluorescence, imaging, 24 h; inhibition, % at 7.49 µM; hit rate 0.35% among 340,000; AID 602346; in the data active means inhibition above about 50%, passing the limit was not always enough; inconclusive means no clear call, values can overlap the other calls; inactive means below about 31%; further: some results filed as inactive read as strong as hits
# hiPSC survival: enhancers of human iPSC single-cell survival; survival enhancement, % at 20 µM; hiPSC single-cell survival, ATPlite luminescence; 100% = ROCK inhibitor wells, 0% = DMSO; hit rate 0.044% among 360,000; in the data active means survival enhancement above about 18%;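 further: cells exposed to compounds for 16 hours before the ATP read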
# CaV13 FRET inh: Disruptors of the CACNA1D IQ motif to Ca2+-dependent inactivation inhibitor domain association, primary screening, Förster resonance energy transfer in intact living …; HEK cells, CFP/YFP FRET ICDI-IQ, plate reader, 10 min; percent FRET-ratio fall versus neutral wells; inhibition, % at 12.3 µM; hit rate 0.098% among 340,000; AID 743397;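 active means mean replicate inhibition of at least 30% and at least 1% of replicates passing that level; inconclusive means only one of the two criteria is met; inactive means neither criterion is met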;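 further: 0% = median of the neutral control wells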
# N-glyco inh: blocks N-linked glycosylation in D54 reporter cells; reporter increase, % at 12.5 µM; D54 ERlucT glycosylation luciferase reporter, 24 h; percent of 100 nM tunicamycin response; hit rate 0.23% among 360,000;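 active means mean luciferase reporter signal, scaled so untreated is 0 and the glycosylation-blocking control 100, at or above a set limit in every replicate; inconclusive means mean reaches the limit but not every replicate does; inactive means mean below the limit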;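 further: luciferase carries N-glycosylation sites so blocking glycosylation raises the light; 0% = median of neutral control wells and 100% = median of 100 nM tunicamycin wells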
# PDI inh: blocks human protein disulfide isomerase activity; P07237; PDI insulin aggregation turbidity, A650, 90 min; inhibition, % at 10 µM; hit rate 0.052% among 350,000; AID 588391;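 active means mean inhibition across replicates of 30% or more, whatever share of single replicates reach that level; inconclusive means mean inhibition below 30% while every single replicate reaches 30%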;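 further: absorbance from insulin aggregation driven by PDI reduction with DTT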
# Target sequence (P07237 whole entry, looked up): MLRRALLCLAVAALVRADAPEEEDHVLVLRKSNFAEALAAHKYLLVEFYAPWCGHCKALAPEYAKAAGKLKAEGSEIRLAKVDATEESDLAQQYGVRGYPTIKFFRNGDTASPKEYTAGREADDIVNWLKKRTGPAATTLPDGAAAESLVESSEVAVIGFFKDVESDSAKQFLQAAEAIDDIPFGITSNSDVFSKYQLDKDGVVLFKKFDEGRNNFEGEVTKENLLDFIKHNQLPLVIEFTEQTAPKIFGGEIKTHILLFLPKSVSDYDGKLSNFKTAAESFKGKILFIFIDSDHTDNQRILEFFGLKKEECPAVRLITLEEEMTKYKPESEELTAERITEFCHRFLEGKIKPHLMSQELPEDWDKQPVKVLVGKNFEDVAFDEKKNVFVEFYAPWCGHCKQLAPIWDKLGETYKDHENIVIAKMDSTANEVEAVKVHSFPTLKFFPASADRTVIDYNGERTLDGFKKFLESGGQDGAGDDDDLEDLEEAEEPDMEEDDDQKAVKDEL
# Cardio protect: modulators protecting cardiomyocytes from myocardial damage; hit rate 0.63% among 360,000; protection from H2O2 cell death, % at 20 µM; H9c2 cardiomyocytes, H2O2 injury protection, ATPLite, 2 h;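 active means compounds giving at least 50% protection of heart cells from peroxide-induced death in the single-dose screen, raw or plate-pattern-corrected value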;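 further: 0% = DMSO wells with peroxide and 100% = DMSO wells without peroxide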
# ABCB6 inh 2: blocks the human ABCB6 transporter | fluorescence ratio to DMSO, % at 10 µM | K562-ABCB6 porphyrin accumulation, flow cytometry, 1 h; stronger effect = lower value | hit rate 0.19% among 360,000;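 active means fluorescence ratio to DMSO below 75%, the collection mean minus 3 SD; inconclusive means too few cells collected in the well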;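 further: signal is porphyrin accumulated inside mitochondria; 100% equals median channel fluorescence of DMSO control wells; lower ratio means ABCB6 inhibition with less porphyrin fluorescence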
# aDG glyco act: alpha-DG glycosylation activation | Pro5-aDG cells, alpha-DG glycosylation AlphaScreen (IIH6); 0% Pro5, 100% B10-LARGE cell signal | activation, % at 10 µM | hit rate 0.22% among 360,000;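 active means activation of at least 8% versus controls, or a plate z-score of at least 8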;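 further: Pro5 are CHO cells carrying HIG-tagged alpha-DG that lacks glycosylation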
# m5-HT2A agonist: activates the mouse 5-HT2A serotonin receptor | P35363 | CHO-K1 mHTR2A beta-arrestin complementation, luminescence; percent of 30 µM serotonin response | activation, % at 7.6 µM | hit rate 0.66% among 360,000;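 active means activation above a run cutoff, the mean activation of all tested compounds plus 3 SD, cut at about 14% in these data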;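 further: 0% = plate median of compound wells and 100% = 30 µM serotonin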
# Target sequence (P35363 whole entry, looked up): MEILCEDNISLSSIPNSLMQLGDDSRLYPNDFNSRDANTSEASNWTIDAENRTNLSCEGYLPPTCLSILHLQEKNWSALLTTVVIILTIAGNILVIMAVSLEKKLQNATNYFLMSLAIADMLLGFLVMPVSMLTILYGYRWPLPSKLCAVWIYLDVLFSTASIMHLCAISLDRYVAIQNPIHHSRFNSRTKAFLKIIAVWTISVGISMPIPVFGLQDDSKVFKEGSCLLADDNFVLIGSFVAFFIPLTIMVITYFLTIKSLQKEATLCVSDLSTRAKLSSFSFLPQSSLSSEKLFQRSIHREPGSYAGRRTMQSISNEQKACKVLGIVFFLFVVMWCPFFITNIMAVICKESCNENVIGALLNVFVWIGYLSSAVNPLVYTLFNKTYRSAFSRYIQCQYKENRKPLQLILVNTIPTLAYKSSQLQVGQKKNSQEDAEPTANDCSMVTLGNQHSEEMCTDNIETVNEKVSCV
# Granule exo inh: blocks lytic granule exocytosis; TALL-104 LAMP-1 surface exposure, flow cytometry; cells stimulated with thapsigargin and PMA; inhibition, % at 10 µM; hit rate 0.66% among 360,000;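 active means inhibition above about 55%, limit read from the data; inconclusive means no clear call, values can overlap the other calls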
# * marks the source's active call; other numbers are inactive results; ? = inconclusive; nt = no result given; + = active, no number.
canonical_smiles	Vif inh	hiPSC survival	CaV13 FRET inh	N-glyco inh	PDI inh	Cardio protect	ABCB6 inh 2	aDG glyco act	m5-HT2A agonist	Granule exo inh
CC1=C(C(=O)Nc2cccc(C(=O)NC3CCCCC3C)c2)SCCO1 (centres undefined)	-6	-0.1	-2	-2	-1	-4	96	0.1	-3	1
CO/N=C/c1cccn1-c1nccc(OC)c1C#N	0	0.0	3	-1	7	13	100	0.1	-2	0
Cc1ccc(N2C(=O)SC(N(CC(=O)O)c3ccc(C)cc3)C2=O)cc1 (centres undefined)	-7	-1.2	2	2	4	1	103	1.3	2	3
CCc1cccc(CC)c1NC(=O)COC(=O)c1cccc(-c2ccc(OC(C)=O)cc2)c1	0	-0.8	-3	-1	3	-11	93	0.0	7	-2
COc1ccc2cc(-c3[nH]ncc3CN3CCCCO3)ccc2c1	15	2.9	-5	0	6	-3	97	-0.1	-3	-2
COC(C(=O)Nc1ccc(C(C)=O)cc1)c1ccccc1 (centres undefined)	2	-0.5	-3	0	-7	-1	100	0.1	0	1
COCCN(C(=O)C1CCN(C(=O)c2ccccc2C)CC1)c1c(N)n(CC(C)C)c(=O)[nH]c1=O	-3	2.0	-13	1	4	4	105	-0.2	12	-1
O=C(O)/C=C\c1cccc(-n2cnnn2)c1	-6	3.8	-9	3	-2	0	95	-0.1	-1	-9
Cc1ccc(N(C(=O)c2csnn2)C(C(=O)NC(C)(C)C)c2cccnc2)cc1 (centres undefined)	0	2.0	0	1	1	-17	99	1.0	-2	-5
CN(C(=O)c1ccccc1[N+](=O)[O-])c1ccccc1C(=O)NCc1ccccc1	-5	-0.5	nt	0	10	11	98	0.0	1	-5
O=C(Nc1ccc(Cl)cc1)[C@@H]1[C@@H]2C(=O)N(c3ccc4ccccc4c3)C(=O)[C@@H]2[C@H]2C=CC=NN21	-3	3.4	-5	-1	-6	-7	105	-0.1	7	2
CCCN1CCN(C(=O)c2ccc(S(=O)(=O)N(C)c3ccccc3OC)cc2)CC1	3	4.1	-11	-1	-14	2	103	0.0	-9	2
COc1ccc(OCC(=O)NC2CCCCCCC2)cc1	1	-0.5	-4	-2	-21	0	97	0.1	6	-6
COCCNC(=O)C1(C)CCCN(Cc2ccc(-c3ccccc3)o2)C1 (centres undefined)	nt	-1.0	-7	-2	0	-2	99	0.2	0	0
O=C(CC1SC(=O)NC1=O)Oc1ccc(/C=N/NC(=O)c2ccccc2O)cc1 (centres undefined)	12	0.9	-5	2	-6	-6	99	-0.1	2	1
N=c1c2c(ncn1CCCO)Oc1c(ccc3ccccc13)C2c1ccccc1 (centres undefined)	-5	-0.5	-5	9	-2	-4	94	3.1*	4	24
CC(C)(Oc1ccc(Cl)cc1)C(=O)NCC1CCCO1 (centres undefined)	0	0.2	-3	1	-1	0	106	-0.1	0	13
Cc1[nH]ccc(=O)c1OCc1c(F)cccc1Cl	10	-1.8	-19	1	22	2	105	0.1	0	2
CCCOc1c(Br)cc(C2C3=C(CCCC3=O)N(C)C3=C2C(=O)CCC3)cc1OC	14	2.1	+	-1	5	-2	102	0.0	-5	-8
Cc1ccc(S(=O)(=O)Nc2nc3ccccc3nc2NCC2CCCO2)cc1C (centres undefined)	4	-0.5	-12	0	-2	2	98	0.1	11	0
Cc1cc(C(=O)N2CCCC(Nc3ccc(F)cc3)C2)c(C)o1 (centres undefined)	-3	-0.5	-4	2	-8	6	99	0.4	6	4
COc1ccccc1-c1oc2ccccc2c1-c1ccccc1OC	-1	-1.0	-10	0	-3	-8	97	0.0	0	-11
COc1ccc(NC(=O)C[C@H]2C(=O)N(CCc3ccccc3)C[C@@H]2C)cc1	5	-1.3	-5	-1	-1	-12	93	0.1	1	-1
COc1ccc2oc(-c3ccccc3)c(C(=O)N(C)C)c2c1	0	0.3	-4	2	1	-1	101	-0.1	5	-8

# 3 compounds already listed, arranged by molar mass, highest first:
canonical_smiles	Vif inh	hiPSC survival	CaV13 FRET inh	N-glyco inh	PDI inh	Cardio protect	ABCB6 inh 2	aDG glyco act	m5-HT2A agonist	Granule exo inh
O=C(Nc1ccc(Cl)cc1)[C@@H]1[C@@H]2C(=O)N(c3ccc4ccccc4c3)C(=O)[C@@H]2[C@H]2C=CC=NN21	-3	3.4	-5	-1	-6	-7	105	-0.1	7	2
Cc1ccc(N(C(=O)c2csnn2)C(C(=O)NC(C)(C)C)c2cccnc2)cc1 (centres undefined)	0	2.0	0	1	1	-17	99	1.0	-2	-5
CC(C)(Oc1ccc(Cl)cc1)C(=O)NCC1CCCO1 (centres undefined)	0	0.2	-3	1	-1	0	106	-0.1	0	13

# Individual results from above:
# Value of CC(C)(Oc1ccc(Cl)cc1)C(=O)NCC1CCCO1 (centres undefined) under CaV13 FRET inh: -3
# Value of CCCOc1c(Br)cc(C2C3=C(CCCC3=O)N(C)C3=C2C(=O)CCC3)cc1OC under Cardio protect: -2
# Value of COc1ccc(OCC(=O)NC2CCCCCCC2)cc1 under CaV13 FRET inh: -4

# Remaining list, next part.
# Fields – Vif inh | hiPSC survival | CaV13 FRET inh | N-glyco inh | PDI inh | Cardio protect | ABCB6 inh 2 | aDG glyco act | m5-HT2A agonist | Granule exo inh
COc1ccccc1NS(=O)(=O)c1cccc(NC(=O)c2sc3ccccc3c2Cl)c1
 : -5 | -0.3 | 0 | -9 | 0 | -6 | 88 | 0.8 | -3 | 9
O=C(Nc1ccc(N2CCCC2)cc1)c1ccc([N+](=O)[O-])cc1Cl
 : -9 | 2.2 | 3 | -2 | -8 | -3 | 105 | 0.0 | -1 | 1
O=S(=O)(c1ccc(NCc2ccccc2)cc1)N1CCOCC1
 : 0 | 0.1 | nt | 1 | -16 | -1 | 94 | -0.2 | -2 | 1
Cn1c(SC2C(=O)CC(C)(C)CC2=O)nnc1-c1ccco1
 : 0 | 2.0 | -9 | -2 | -3 | 4 | 105 | 0.0 | 0 | -4
CCn1nc(C)c(CN2CCCC(C(=O)c3cccc(OC(C)C)c3)C2)c1C (centres undefined)
 : -9 | -0.8 | 1 | -2 | 5 | -13 | 91 | 4.0 | -2 | 13
COc1cc(C(=S)N2CCOCC2)cc(OC)c1OS(=O)(=O)c1ccc(Cl)cc1
 : 1 | 0.7 | -2 | 0 | 4 | -2 | 98 | 0.3 | 3 | -9
CCO[C@@H]1c2c(ccc3ccc(=O)oc23)OC(C)(C)[C@@H]1O
 : -2 | 2.1 | -10 | 1 | -9 | 12 | 97 | 0.3 | 6 | -6
NNC(=O)CN1C(=O)Nc2ccc(Cl)cc2C1c1ccccc1 (centres undefined)
 : -7 | -0.4 | -3 | 1 | 5 | 2 | 100 | -0.2 | 5 | -6
COc1ccc(NC(=S)Nc2ccc(S(N)(=O)=O)cc2)c(OC)c1
 : -7 | -1.0 | -6 | -1 | 0 | 6 | 99 | 0.0 | 0 | 0
Cc1ccc(S(=O)(=O)N(CC(=O)NCC2CCCO2)c2cccc([N+](=O)[O-])c2)cc1 (centres undefined)
 : -1 | 0.0 | 0 | 0 | -1 | -3 | 101 | -0.1 | -3 | 15
Cn1cc(Br)c(C(=O)NC(=S)Nc2ccc(S(N)(=O)=O)cc2)n1
 : 0 | -1.1 | -6 | 2 | -3 | 4 | 99 | 0.1 | -1 | -4
C=CCn1c(=N)c(S(=O)(=O)c2ccc(C)c(C)c2)cc2c(=O)n3ccccc3nc21
 : -5 | -0.6 | 19 | 1 | -3 | -4 | 98 | -0.1 | 1 | 2
Clc1ccc(C2[C@H]3CN(Cc4cccnc4)[C@H](c4ccccc4)C34CC2(c2cccnc2)C4)cn1 (some centres undefined)
 : -7 | 2.5 | -13 | 4 | 2 | 8 | 104 | -0.3 | -5 | -3
COc1ccc(-c2csc(NC(=O)CC(C)C)n2)cc1
 : 1 | 3.8 | -4 | -3 | -1 | -1 | 91 | 0.2 | 7 | -2
COc1cccc(OCc2cc(/C=N/n3cncn3)ccc2OC)c1
 : -9 | -0.6 | -5 | 0 | 5 | 5 | 100 | -0.1 | 0 | 3
CC1Cc2cc(/C(O)=C3/C(=O)C(=O)N(CCCn4ccnc4)C3c3ccncc3)ccc2O1 (centres undefined)
 : 3 | 0.0 | -7 | 2 | -9 | 5 | 99 | -0.1 | -2 | 4
O=C1N(CC(=O)N2CCc3ccccc32)CCN1Cc1ccc(Cl)cc1
 : -5 | -0.5 | nt | 2 | -7 | -20 | 101 | 0.2 | 5 | ?
Nc1c(Cl)cc2c(c1Oc1ccccc1)C(=O)c1ccccc1C2=O
 : 0 | -0.7 | -5 | 3 | -5 | 4 | 126 | -0.3 | -4 | 5
CCN(CC)C1Oc2cc3c(cc2C(c2cc(OC)c(O)c(OC)c2)C1C)OCO3 (centres undefined)
 : 19 | -2.9 | -6 | 12 | -1 | -1 | 90 | 0.0 | 4 | -2
CN1c2ccccc2-c2ccccc2S1(=O)=O
 : 14 | 0.8 | -10 | 2 | -34 | 0 | 98 | 0.0 | -5 | 7
COc1ccc(CC(N)c2csc(NC(=O)Nc3ccc(C(C)C)cc3)n2)cc1 (centres undefined)
 : -8 | -4.5 | -5 | -20 | 9 | -27 | 94 | -0.5 | 2 | 67*
Cc1ccc(C(C(=O)NC2CCCCC2)N(CC2CCCO2)C(=O)CCCC(=O)Nc2ccccn2)cc1 (centres undefined)
 : 2 | -0.5 | -4 | -2 | 5 | -1 | 100 | 0.1 | 1 | 4
Cc1cc(Cl)c(S(=O)(=O)NCc2ccccc2)cc1OCC(N)=O
 : 2 | -0.4 | -4 | 1 | -11 | 2 | 92 | 3.6 | -4 | 6
CN(C)C(=C(C#N)C#N)N1CCN(c2ccc(Cl)c(Cl)c2)CC1
 : 1 | 0.6 | -10 | -1 | 4 | 7 | 99 | 0.5 | -1 | 1
COC(=O)CSc1nc(C)c(C(C)=O)cc1C#N
 : -8 | 0.0 | -6 | 2 | -3 | -1 | 103 | 0.1 | -3 | 1
Cn1cccc1C(=O)NCC(c1ccc(F)cc1)N1CCOCC1 (centres undefined)
 : 0 | -0.4 | nt | -2 | 6 | -5 | 97 | -0.5 | -5 | 1
CC(C)NC(=O)N(C)C[C@H]1Oc2ccc(NS(=O)(=O)c3ccc(F)cc3)cc2C(=O)N([C@H](C)CO)C[C@@H]1C
 : 2 | -1.1 | -4 | 0 | 24 | 8 | 96 | 0.0 | 5 | -13
Cc1ccc(N2CC(O)Cn3c2nc2c3c(=O)n(C)c(=O)n2C)cc1 (centres undefined)
 : -7 | 0.5 | -1 | 0 | -2 | 4 | 95 | -0.1 | 8 | 3

# An excerpt from above with just ABCB6 inh 2.
SMILES,ABCB6 inh 2
CN1c2ccccc2-c2ccccc2S1(=O)=O,98
COc1ccc(CC(N)c2csc(NC(=O)Nc3ccc(C(C)C)cc3)n2)cc1 (centres undefined),94
Cc1ccc(C(C(=O)NC2CCCCC2)N(CC2CCCO2)C(=O)CCCC(=O)Nc2ccccn2)cc1 (centres undefined),100
